KCNH2 3.1 block: blocks the human KCNH2 3.1 channel isoform | U2OS KCNH2 3.1, thallium flux FluxOr; active compounds read low | actives 0.95% (n = 340,000) | activity change, % (tested at about 1.8 µM);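 active = maximum activity change below -70%; inconclusive = maximum activity change from -70% to -50%; inactive = maximum activity change above -50%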;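 also: thallium influx rate constant from kinetic fluorescence after stimulation buffer; % is scaled to controls: 0 for no effect and ±100 for the full control effect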
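Measured as rate of thallium-driven FluxOr signal in transduced U2OS cells carrying the 3.1 channel, read kinetically for 2 min upon stimulation; values are rate constants scaled to DMSO control wells.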
MLL CXXC-DNA inh: inhibitors of human MLL CXXC domain-DNA interaction; AID 2662; Q03164; MLL-CXXC / FITC-HOXA9 DNA fluorescence polarization; Potency, µM (titrated, usually from 115 µM), for inactives: at the top dose activity change, negative = inhibition, most hits filed as inhibitors; actives 0.037% (n = 290,000); active = well fitted inhibition curve with a large enough effect in the polarisation, with a control signal flat, not every such curve was filed as active; inconclusive = small, poorly fitted or top-dose-only effect, or effect the other way, or a change in a side signal; inactive = no such curve, though single readings can be large or run the other way; the % refers to the polarisation; also: potency is read from the fitted curve at half-maximal effect
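Steps: dispense CXXC domain solution (7 uM) → pin compounds or unlabeled HOX-A9 DNA control → 5 min ambient → add FLSN-HOX-A9 solution (50 nM) → spin → 30 min ambient → fluorescence polarization. Tris pH 7.5/NaCl/DTT/BSA buffer.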
Integrin act MD: integrin-mediated muscular dystrophy alleviation activation; alpha7betagal myoblasts, beta-gal FDG fluorescence, 48 h; Potency, µM (series often up to 38.3 µM), inactives show at the top dose activation, hits mostly activators; actives 0.064% (n = 350,000);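 also: potency is read from the fitted curve at half-maximal effect; 100% = response of the positive control SU9516; nearly all actives have a fitted effect of over 60% in size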
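Alpha7betagal+/- myoblasts (passage 13) were plated 16-24 hr, then exposed to compounds (1:260 dilution of DMSO stock) for 48 hours at 37C. After MPER lysis, β-galactosidase reporter activity was read as FDG fluorescence (ex 480/em 540) after 30 minutes.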
FBPA coupling cs: inhibits coupling enzyme system, counter-screen for aldolase hits. coupling enzyme system counterscreen, AmpLite Red fluorescence. activity change, negative = inhibition, % at 58.2 µM, hits read low. actives 0.67% (n = 290,000). AID 2472; in the data active = activity change below about -30%; also: % is scaled to controls: 0 for no effect and ±100 for the full control effect
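Counterscreen of the coupled detection system alone, without aldolase: glyceraldehyde-3-phosphate coupling enzymes plus AmpLite Red readout. Compounds at 57.5 uM final, 10 min RT preincubation, 20 min RT reaction, fluorescence 525/598 nm.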
ASM inhibitor: inhibitors of human secretory acid sphingomyelinase | Potency, µM (doses to about 57.5 µM), without a hit: at the top dose activity change, negative = inhibition, usual class: inhibitors | actives 0.006% (n = 340,000) | placental ASM, HMU-PC fluorogenic substrate, 60 min | P17405; also: potency is read from the fitted curve at half-maximal effect
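Human placenta-derived ASM preincubated with compound 10 min at room temperature, then reacted with 9 uM (final) fluorogenic HMU-PC substrate for 60 min at 37 C. Stop solution raises pH to 10; fluorescence read at Ex 386/Em 447 nm.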
hERG WT inh: KCNH2 (human, wildtype) channel inhibition | Q12809 | U2OS, BacMam KCNH2, thallium flux FluxOr; active compounds read low | activity change, % at 1.84 µM | actives 0.37% (n = 340,000);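 active = maximum activity change below -70%; inconclusive = maximum activity change between -70% and -50%; inactive = maximum activity change above -50%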; also: % is scaled to controls: 0 for no effect and ±100 for the full control effect
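U2OS cells were transduced with wild-type KCNH2 virus (2.03 x 10^8 / mL) for 4 h at room temperature, then cultured overnight at 37 C. Thallium flux was read with FluxOr dye. Rate constants were normalized to DMSO controls.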
GALK inhibitor: blocks human galactokinase activity | AID 1868 | actives 0.007% (n = 270,000) | Purified GALK, Kinase-Glo residual ATP luminescence | Potency, µM (titrated, usually from 57.5 µM), for inactives: top-dose activity change, negative = inhibition, actives largely listed as inhibitors; also: potency is read from the fitted curve at half-maximal effect; % is scaled to controls: 0 for no effect and ±100 for the full control effect
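Quantitative HTS: GALK 5 nM, ATP 35 uM, galactose 100 uM, 1 h room temperature, then luciferase-based ATP detection.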
MBNL1-CUG inh: MBNL1-poly(CUG) RNA binding inhibition. Q9NR56. TR-FRET MBNL1-His/biotin-(CUG)12 binding, 665/545 ratio. Potency, µM (series often up to 57.5 µM), without a hit: top-dose activity change, negative = inhibition, actives largely listed as inhibitors. actives 0.036% (n = 280,000); active = well fitted inhibition curve with a large enough effect in the signal ratio, with a control signal flat, not every such curve was filed as active; inconclusive = small, poorly fitted or top-dose-only effect, or effect the other way, or a change in a side signal; inactive = no such curve, though single readings can be large or run the other way; the % refers to the signal ratio; also: potency is read from the fitted curve at half-maximal effect; % is scaled to controls: 0 for no effect and ±100 for the full control effect
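Compound titration spanned 92 nM–58 uM against the MBNL1-His/biotin-(CUG)12 complex. After 60 min at room temperature with 5 nM streptavidin-XL665 and 0.055 ng/ul terbium anti-His, ratiometric 665/545 nm emission (Ex 340 nm) normalized to controls.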
TRPV1 agonist: human TRPV1 agonism; Q8NER1; TRPV1-expressing cells, Fluo-8 calcium influx, agonist mode; activation, % at 8.33 µM; actives 0.19% (n = 320,000); AID 540275; in the data active = activation above about 80%; inconclusive = between about 30% and that limit; also: 0% is about no effect
Target sequence (Q8NER1 whole entry, looked up): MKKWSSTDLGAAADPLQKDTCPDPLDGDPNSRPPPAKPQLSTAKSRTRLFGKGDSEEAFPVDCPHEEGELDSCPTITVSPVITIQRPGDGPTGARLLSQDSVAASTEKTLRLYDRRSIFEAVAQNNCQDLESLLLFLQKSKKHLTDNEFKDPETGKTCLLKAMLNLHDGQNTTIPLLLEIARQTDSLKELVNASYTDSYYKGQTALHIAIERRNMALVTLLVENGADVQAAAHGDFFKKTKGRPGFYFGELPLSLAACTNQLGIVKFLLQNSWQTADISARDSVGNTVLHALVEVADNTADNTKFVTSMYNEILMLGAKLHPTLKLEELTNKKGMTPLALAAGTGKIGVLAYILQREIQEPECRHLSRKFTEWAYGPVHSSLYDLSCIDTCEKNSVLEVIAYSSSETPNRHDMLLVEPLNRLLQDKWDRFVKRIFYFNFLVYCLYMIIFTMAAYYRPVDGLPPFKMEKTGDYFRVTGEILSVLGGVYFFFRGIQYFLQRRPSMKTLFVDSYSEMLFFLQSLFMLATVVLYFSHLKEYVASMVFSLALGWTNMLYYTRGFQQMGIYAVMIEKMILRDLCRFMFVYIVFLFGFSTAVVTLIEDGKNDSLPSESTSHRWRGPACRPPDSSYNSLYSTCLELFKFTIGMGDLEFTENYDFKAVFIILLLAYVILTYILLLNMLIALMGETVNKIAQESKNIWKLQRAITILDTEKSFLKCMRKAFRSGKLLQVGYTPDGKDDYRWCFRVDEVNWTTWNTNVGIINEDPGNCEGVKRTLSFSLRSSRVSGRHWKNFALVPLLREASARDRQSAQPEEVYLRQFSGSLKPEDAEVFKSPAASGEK
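Cells expressing TRPV1 were dye-loaded with Fluo-8 and read kinetically: 10 s baseline, 3 min after compound (agonist portion), then 2 min after EC20 capsaicin (allosteric enhancer portion). Calcium-bound dye fluorescence at 480/520 nm.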
AT treatment: potential ataxia-telangiectasia treatments restoring KAP-1 phosphorylation; […] A-T fibroblasts, KAP-1 phosphorylation AlphaLISA; neocarzinostatin DNA damage 30 min before lysis; Potency, µM (top dose mostly 57.5 µM), inactives show at the top dose activation, most hits filed as activators; actives 0.19% (n = 320,000); AID 485349; also: potency is read from the fitted curve at half-maximal effect; % of control where 0% means no effect; nearly all actives have a fitted effect of over 45% in size
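ATM-like activity read as KAP-1 phosphorylation via AlphaLISA donor/acceptor antibody pairs after lysis and 6 hr at 25C. Cells were ATM-null patient fibroblasts ([…], hTERT), dosed 60 min, then exposed to the DSB inducer NCS for 30 min.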
An asterisk follows results filed as active; i = inactive; ? = inconclusive; nt = not tested or not shown; [ ] = dose if it differs, or a comment. Unless noted, calls follow the shape of the dose curve; as a rule, active = well fitted curve in the direction sought with a large enough effect; inconclusive = small, poorly fitted or top-dose-only effect, or another doubt; inactive = no such curve, though single readings can be large; an effect the other way counts as inactive or inconclusive.

Below each SMILES – KCNH2 3.1 block | MLL CXXC-DNA inh | Integrin act MD | FBPA coupling cs | ASM inhibitor | hERG WT inh | GALK inhibitor | MBNL1-CUG inh | TRPV1 agonist | AT treatment
(1) COc1ccc(-n2c(=S)[nH]c3cc(C(=O)NCc4ccccc4)ccc3c2=O)c(OC)c1
→ 10 | -8% | -1% | 2 | -2% | 4 | 0% | -2% | -1 | 4%
(2) COc1ccc(NC(=O)CC2C(=O)NCCN2C(=O)c2ccccc2)cc1 (configuration not stated)
→ -13 | 41%[activator] | -30% | 2 | 3% | -6 | -1% | nt | nt | -3%
(3) CC[C@]12c3[nH]c4ccc(Cl)cc4c3CCN1C(=O)[C@@H](CC(=O)NCc1ccco1)C[C@@H]2C(=O)N1CCN(C(=O)c2ccco2)CC1
→ -4 | nt | -24% | nt | 1% | -2 | nt | nt | nt | 7%
(4) CC12CCC(=O)N1C(C(=O)Nc1ccccc1N1CCCCC1)CS2 (configuration not stated)
→ -5 | nt | -10% | nt | 5% | 2 | nt | nt | 21 | -5%
(5) Cc1cc(Cn2nc(-c3ccccc3)cc2C(=O)NCC2CC2)on1
→ 0 | nt | 12% | nt | 2% | 0 | nt | nt | ? | 2%
(6) N#Cc1cccc(C(=O)Nc2cccc(S(=O)(=O)N3CCCC3)c2)c1
→ -8 | 5% | -21% | nt | 0% | -33 | 5% | -4% | 3 | 9%
(7) COc1ccc(CCNC(=O)c2ccc(Cl)cc2)cc1OC
→ -8 | 1% | 22% | 1 | -2% | 2 | -2% | -2% | 29 | -4%
(8) O=C(Nc1ccc(F)c(Cl)c1)c1cncs1
→ 3 | -14% | -20% | -3 | -1% | 8 | -2% | -10% | ? | 37%
(9) CC(=O)Nc1ccc(C=NNc2ccc([N+](=O)[O-])cc2S(=O)(=O)Nc2ccccc2C(=O)O)cc1
→ -16 | nt | 26% | nt | -25% | -14 | nt | nt | nt | -5%
(10) Cn1nnnc1NCc1cccc(Cl)c1
→ -10 | -28% | 14% | 5 | 10% | -1 | 5% | -9% | 1 | -5%
(11) O=C(CSc1nc2ccccc2c(=O)n1CC1CCCO1)NCCc1ccccc1 (configuration not stated)
→ 1 | 48%[activator] | 13% | nt | -2% | -2 | 0% | -2% | 18 | 50%
(12) CCOC(=O)c1c(NC(C)=O)sc2c(O)c(Br)ccc12
→ -10 | -1% | 13% | -1 | -2% | -6 | 0% | -5% | 0 | 14%
(13) CCN(CC(=O)Nc1ccc(NC(C)=O)cc1)C(=O)CSCC(=O)Nc1ccc(C)cc1
→ -4 | nt | 0% | nt | -4% | 4 | nt | nt | 0 | 5%
(14) COc1ccccc1CNC(=O)COC(=O)c1ccccc1SCC(=O)N1CCCC1
→ 7 | nt | -8% | nt | -2% | -2 | nt | nt | 1 | -3%
(15) COc1ccccc1CNc1nc2nc3c(c(=O)n2[nH]1)CCC3
→ -4 | -4% | 20% | 0 | 6% | -14 | 2% | -6% | -2 | 5%
(16) CCOc1ccccc1NC(=O)c1sc2ncn(CC(=O)N3CCOCC3)c(=O)c2c1C
→ -9 | -5% | 2% | 3 | -5% | -6 | 6% | 15% | 3 | 1%
(17) CCN1CCN(c2cc(C)c3cc(NC(=S)NCCN(C)C)ccc3n2)CC1
→ -5 | 9% | -21% | 2 | 138%[activator] | -3 | -2% | -7% | 3 | -4%
(18) COC(=O)c1ccc(C(=O)NC2CCCc3c2cnn3-c2cc(F)cc(F)c2)nc1 (configuration not stated)
→ nt | -1% | -25% | -3 | -7% | 9 | 1% | -3% | ? | 2%
(19) COC(=O)c1cc(S(=O)(=O)NC2CCN(Cc3ccccc3)CC2)cn1C
→ 22 | 10% | 5% | -1 | 3% | 8 | 0% | -12% | -4 | 13%
(20) COc1cc(OC)cc(-c2c(C#Cc3ccsc3)c3cc(Br)ccc3n2C)c1
→ 0 | nt | 27% | nt | 73%[activator] | 4 | nt | nt | 2 | 14%
(21) COc1cccc(NC(=O)Cn2c(CCC(=O)O)ccc2-c2cccs2)c1
→ 18 | -2% | 26% | 7 | 15% | 3 | 4% | -14% | -4 | 2%
(22) O=C(COc1cccnc1[N+](=O)[O-])Nc1cccc(Br)c1
→ -5 | nt | -15% | nt | 2% | 0 | nt | nt | nt | 14%
(23) Cc1cc(C)n2nc(C(=O)OCC(=O)NC3CCCCC3)nc2n1
→ 3 | nt | 2% | nt | 2% | 3 | nt | nt | -1 | -3%
(24) CC(=O)Nc1sc2c(c1C(=O)N1CCOCC1)CCCCC2
→ 3 | -10% | 13% | 1 | 7% | 3 | -1% | 1% | -1 | -8%
(25) C=CCNc1nc(-c2ccccc2)c(C(=O)OCC)cc1C#N
→ 5 | 1% | -37% | -1 | 12% | -8 | 2% | 3% | 22 | 6%
(26) CCOC(=O)c1[nH]c(=S)[nH]c1C
→ -4 | nt | 5% | nt | -1% | -2 | nt | nt | nt | nt
(27) Cc1cc([N+](=O)[O-])nn1CCCC(=O)Nc1sc2c(c1C(N)=O)CCC(C)C2 (configuration not stated)
→ -10 | 5% | 13% | 2 | 1% | 3 | 1% | nt | -2 | 11%
(28) CN1CCN(c2nc3c(c(=O)[nH]c(=O)n3C)n2CCSc2nc3ccccc3s2)CC1
→ -2 | -5% | -4% | 2 | 2% | 10 | -1% | -4% | 2 | -2%
(29) COc1cccc(Nc2ccc(C(=O)O)cc2[N+](=O)[O-])c1
→ 13 | 5% | 9% | 10 | 6% | -4 | 1% | ? | 0 | -2%
(30) Cc1nc2nc(N)nc(OCc3ccccc3)c2nc1C
→ 8 | nt | 22% | nt | i | -3 | nt | nt | nt | nt
(31) O=C(CCc1nc2sc3c(c2c(=O)[nH]1)CCCC3)NCCc1ccccc1
→ -1 | nt | 6% | nt | 2% | 6 | nt | nt | -7 | -2%
(32) CN(Cc1cnn(C)c1)C(=O)c1sc2cccc(Cl)c2c1Cl
→ -1 | -1% | -13% | -2 | 3% | -24 | -2% | -5% | -2 | 9%
(33) COc1cccc(-c2cc(C(=O)NCc3cccs3)no2)c1
→ 8 | -12% | -6% | 3 | 2% | -4 | 6% | 4% | ? | -5%
(34) Cc1cc(C(=O)OCC(=O)NC2CCS(=O)(=O)C2)c2ccccc2n1 (configuration not stated)
→ 4 | 7% | 6% | 1 | -2% | 5 | 4% | 23% | -1 | -4%
(35) C=CCOc1ccc(/C=C/C(=O)OC(C)C(=O)Nc2ccc(NC(C)=O)cc2)cc1 (configuration not stated)
→ -2 | nt | 9% | nt | -1% | -3 | nt | nt | 19 | -8%
(36) COC(=O)Cn1c(CCC(=O)O)ccc1-c1ccccc1
→ 2 | -2% | 8% | 2 | nt | 3 | 2% | -5% | 1 | -4%
(37) O=C(Nc1nc2ccccc2s1)NC1CCCCC1
→ -2 | 4% | 24% | 3 | -1% | -24 | -2% | -16% | 19 | 2%
(38) Cc1ccc(NC(=O)CN(C)C(=O)Cn2cc(C(F)(F)F)ccc2=O)cc1
→ -9 | 8% | 10% | -1 | nt | 19 | 1% | 5% | 4 | 2%
(39) CCOC(=O)c1c(CC(C)C)csc1NC(=O)COC(=O)c1ccc(O)cc1
→ -11 | nt | -3% | nt | -8% | 12 | nt | nt | ? | 1%
(40) Cc1cc(Oc2ccccc2)nc(-c2ccccc2)n1
→ 7 | -8% | -8%[7.66 µM] | nt | -4% | 9 | -1% | 63%[activator] | 1 | 18µM*
(41) C=CCc1cccc(/C=N/NC(=O)CNc2ccccc2OC)c1O
→ 11 | -4% | -18% | 0 | 35% | 2 | 7% | 7% | 25 | -6%
(42) CCOC(=O)c1cc(C(C)=O)n2ccccc12
→ 0 | 9% | 20% | 1 | -1% | -6 | 3% | 7% | -3 | 11%
(43) CC(C)N(CCNC(=O)c1oc(=O)c2ccccc2c1-c1ccccc1)Cc1ccco1
→ nt | -6% | 2% | -2 | -1% | 8 | 0% | 12% | 9 | 12%
(44) Cn1c(=O)c2c(nc(NC3CCCC3)n2C)n(C)c1=O
→ -2 | 1% | 4% | -2 | 2% | 3 | -2% | -8% | 0 | 2%
(45) CCOC(=O)c1ccc(NC(=S)NCCc2ccc(OC)c(OC)c2)cc1
→ -3 | -13% | -45%[inhibitor] | -4 | -1% | -1 | 0% | -10% | ? | -6%
(46) Cc1ccc(C(=O)Nc2cccc3cccnc23)cc1C
→ -4 | 2% | 23% | -8 | -2% | 5 | 4% | 6% | 15 | 29%
(47) Cc1ccc(-c2nnn(CC(=O)N(c3ccccc3F)C(C(=O)NC3CCCC3)c3ccco3)n2)o1 (configuration not stated)
→ 0 | -1% | -12% | 0 | -1% | -24 | 4% | -3% | 12 | 4%
(48) CC(C)c1nn2c(N)c(/C=C3\C=Nc4ccccc43)c(=O)nc2s1
→ 7 | -3% | 32% | 7 | -11% | 5 | 0% | 22% | -1 | -16%
(49) Cc1cc(=O)oc(C)c1C(=O)NCCNC(=O)c1c(C)cc(=O)oc1C
→ -6 | 0% | 17% | -3 | 10% | -6 | 2% | -5% | 0 | 2%
